GLP-1R inv ag: GLP-1 receptor (human) inverse agonism | HEK293 GLP-1R CRE-luciferase, luminescence, 24 h; GLP-1R form is constitutively active | Potency, µM (titrated, usually from 38.3 µM), for inactives: at the top dose activity change, negative = inhibition, usual class: inhibitors | 410,000 compounds, 1.6% hits | AID 624417; note: potency is the fitted concentration of half-maximal effect; % is set by controls: 0 for no effect and ±100 for the full control effect; nearly all actives have a fitted effect of over 55% in size
Target sequence (P43220 whole entry, looked up): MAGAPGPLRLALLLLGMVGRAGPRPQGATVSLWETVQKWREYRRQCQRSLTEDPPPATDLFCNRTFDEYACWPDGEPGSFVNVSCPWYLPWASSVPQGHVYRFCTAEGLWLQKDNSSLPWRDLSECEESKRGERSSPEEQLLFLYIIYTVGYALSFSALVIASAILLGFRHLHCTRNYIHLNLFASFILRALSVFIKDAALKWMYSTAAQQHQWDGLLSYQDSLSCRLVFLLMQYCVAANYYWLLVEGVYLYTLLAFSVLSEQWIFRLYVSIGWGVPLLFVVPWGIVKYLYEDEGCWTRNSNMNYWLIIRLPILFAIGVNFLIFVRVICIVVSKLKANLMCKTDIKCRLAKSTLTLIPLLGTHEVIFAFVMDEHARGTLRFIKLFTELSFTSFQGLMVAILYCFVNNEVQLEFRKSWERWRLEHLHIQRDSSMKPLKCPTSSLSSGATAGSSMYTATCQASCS
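qHTS in 1536-well format: reporter HEK293 cells expressing constitutive GLP-1R activity in DMEM + 10% Nu serum, 24 hr with compounds at 37 deg C, luminescence read after 12 min with detection reagent.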
GLP1R cytotox: cytotoxicity in counter-screen for GLP-1R inverse agonists | Potency, µM (titrated, usually from 38.3 µM), inactives show top-dose activity change, negative = inhibition, actives largely listed as inhibitors | HEK293 cAMP-luciferase reporter cells, luminescence, 24 h | AID 624418 | 410,000 compounds, 0.13% hits;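 note: loss of luciferase light is scored as toxicity; potency is the fitted concentration of half-maximal effect; % is set by controls: 0 for no effect and ±100 for the full control effect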
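To flag toxic compounds, the library was rerun on cells for 24 hr at 37 deg C and 5% CO2. Viability-linked luminescence was captured 12 min after adding luciferase detection reagent.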
Mm-Cpn inhibitor: blocks the Methanococcus maripaludis chaperonin Mm-Cpn; purified Mm-Cpn ATPase, ADP Transcreener TR-FRET; 330,000 compounds, 0.031% hits; Potency, µM (highest dose often 76.9 µM), inactives show top-dose activity, negative = inhibition, hits mostly inhibitors; note: potency is the fitted concentration of half-maximal effect; % is set by controls: 0 for no effect and ±100 for the full control effect; nearly all actives have a fitted effect of over 80% in size
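Inhibition of chaperonin ATP hydrolysis is measured as reduced ADP production, detected by competitive TR-FRET in which signal falls with ADP. Final enzyme 25 nM and ATP 10 uM, reacted 30 min at 37°C.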
FUS suppressor: FUS proteinopathy suppression in yeast. Potency, µM (titrated, usually from 76.6 µM), without a hit: top-dose growth rescue (activation), hits mostly activators. S. cerevisiae FUS-expressing, growth rescue, OD600, 24 h. 390,000 compounds, 0.24% hits;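 note: potency is the fitted concentration of half-maximal effect; plate controls were DMSO vehicle for no effect and reference control for full effect; nearly all actives have a fitted effect of over 55% in size; some results filed as inactive show a strong effect at the top dose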
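Quantitative HTS measuring growth restoration of FUS-toxic yeast. Galactose-induced cells (OD 0.005) were exposed 24hr at 30C to compounds at several concentrations, then absorbance at 600 nm was recorded.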
TDP43 rescue: inhibitors of TDP-43 toxicity in yeast | TDP-43 expressing yeast growth rescue, BacTiter-Glo, 24 h | Potency, µM (titrated, usually from 46.1 µM), without a hit: at the top dose growth rescue (activation), usual class: activators | 410,000 compounds, 1.8% hits; note: potency is the fitted concentration of half-maximal effect; % of control where 0% means no effect; nearly all actives have a fitted effect of over 50% in size
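Galactose-induced TDP-43 yeast, OD600=0.02, compound pinned; 24 hr, 30 deg C; BacTiter-Glo luminescence for growth. Inhibitors of TDP-43 toxicity read as activators.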
aSyn yeast inh: alpha-synuclein toxicity inhibition in yeast; Yeast expressing alpha-synuclein, growth rescue, BacTiter-Glo, 24 h; Potency, µM (titrated, usually from 46.1 µM), without a hit: at the highest dose growth rescue (activation), actives largely listed as activators; 370,000 compounds, 0.14% hits; AID 652106; note: potency is the fitted concentration of half-maximal effect; % of control where 0% means no effect; nearly all actives have a fitted effect of over 65% in size
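Screening used galactose-induced yeast with toxic alpha-synuclein levels, exposed to compound for 24 hr at 30 deg C. Cell growth, read with BacTiter-Glo luminescence, gave the measured signal.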
PTHR1 agonist: PTHR1 (human) receptor agonism. HEK293 GP2 PTHR1 cells, GloSensor cAMP luminescence, 1 h. Potency, µM (highest dose often 115 µM), for the others: top-dose activation, most hits filed as activators. 410,000 compounds, 0.075% hits; note: potency is the fitted concentration of half-maximal effect; nearly all actives have a fitted effect of over 55% in size; some results filed as inactive show a strong effect at the top dose; inactives centre near -15; many of its hits are not listed in these tables
Target sequence (Q03431 whole entry, looked up): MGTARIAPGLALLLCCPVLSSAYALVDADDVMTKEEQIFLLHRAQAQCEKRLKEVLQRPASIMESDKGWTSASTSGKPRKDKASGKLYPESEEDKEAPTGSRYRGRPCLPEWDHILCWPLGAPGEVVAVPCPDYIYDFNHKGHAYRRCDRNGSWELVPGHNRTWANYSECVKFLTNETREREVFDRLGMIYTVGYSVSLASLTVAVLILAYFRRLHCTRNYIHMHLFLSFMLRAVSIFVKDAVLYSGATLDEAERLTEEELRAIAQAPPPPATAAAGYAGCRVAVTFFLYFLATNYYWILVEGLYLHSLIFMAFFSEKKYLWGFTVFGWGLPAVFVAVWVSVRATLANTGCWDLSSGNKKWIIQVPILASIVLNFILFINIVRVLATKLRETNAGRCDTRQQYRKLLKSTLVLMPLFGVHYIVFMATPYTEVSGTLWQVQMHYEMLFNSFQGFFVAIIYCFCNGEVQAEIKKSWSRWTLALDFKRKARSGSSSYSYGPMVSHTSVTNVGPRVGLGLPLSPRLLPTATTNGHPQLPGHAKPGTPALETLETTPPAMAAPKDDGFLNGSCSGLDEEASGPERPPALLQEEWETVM
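HEK-293-derived GP2 cells expressing PTHR1 and a GloSensor cAMP reporter, 3,000/well, plated overnight, given luciferin plus IBMX (each 0.5 mM as added) for 1 h at 37 °C, then compound for 1 h at 37 °C. Luminescence was read after 15 min at room temperature.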
pAkt inh: inhibitors of Akt phosphorylation. Neuro2A IGF-stimulated pAkt S473 HTRF, 20 min; active compounds read low. activity change, % for hits at 50 µM. 360,000 compounds, 0.32% hits; in the data active = activity change below about -80%; inconclusive = mostly about -51% to -80%; note: % is set by controls: 0 for no effect and ±100 for the full control effect
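Neuro2A cells (4,500/well, DMEM with 0.5% FBS) were treated with compound at a single 50 µM final concentration, stimulated with 6 nM IGF for 20 min at 37 °C, and lysed. Phospho-Akt Ser473 was read by HTRF as 665/615 ratio ×10^4.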
Abeta yeast res: compounds reversing amyloid beta toxicity in yeast | Potency, µM (top dose mostly 46.1 µM), without a hit: top-dose growth rescue, actives largely listed as activators | yeast expressing A-beta42, growth rescue, OD600, 48 h; response scale: 0% DMSO, 100% iron-clioquinol control | 410,000 compounds, 0.063% hits; note: potency is the fitted concentration of half-maximal effect; nearly all actives have a fitted effect of over 55% in size
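Yeast growth medium received pinned compounds, then yeast cells expressing toxic A-beta were added; plates incubated at 30 C for 48 hr. Growth read as absorbance at 600 nm, normalized to DMSO and equimolar FeCl3 plus clioquinol controls.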
An asterisk follows results filed as active; & = joins results of further samples; [ ] = remark or other dose. Unless noted, calls come from the whole dose curve; as a rule, active = well fitted curve in the direction sought with a large enough effect; inconclusive = small, poorly fitted or top-dose-only effect, or another doubt; inactive = no such curve, though single readings can be large; an effect the other way counts as inactive or inconclusive. An excerpt, so the mix of outcomes need not match the whole.

Screening O=C(Cn1c(=O)oc2cc(S(=O)(=O)N3CCCC3)ccc21)NC1CCCc2ccccc21 (configuration not stated) returned GLP-1R inv ag -15%, GLP1R cytotox -17%, Mm-Cpn inhibitor 0%, FUS suppressor inconclusive, TDP43 rescue 9%, aSyn yeast inh -1%, PTHR1 agonist inactive, pAkt inh inactive and Abeta yeast res 0%.
CCOC(=O)[C@]12CCC=C1N(Cc1ccco1)C(=O)[C@H](CC(=O)NCc1cccs1)C2 was read as GLP-1R inv ag 13%, GLP1R cytotox 4%, FUS suppressor 16%, TDP43 rescue 26%, aSyn yeast inh -2%, PTHR1 agonist -26%, pAkt inh inactive and Abeta yeast res 3%.
Screening C/C(=N/OCO/N=C(/C)c1ccc(F)cc1)c1ccc(F)cc1 returned GLP-1R inv ag 0%, GLP1R cytotox 12%, Mm-Cpn inhibitor 1%, TDP43 rescue -7%, aSyn yeast inh 1%, PTHR1 agonist -24%, pAkt inh inactive and Abeta yeast res -7%.
COc1ccccc1OCC(=O)Nc1ccc(Cl)cc1 was read as GLP-1R inv ag 0%, GLP1R cytotox 13%, Mm-Cpn inhibitor 0%, FUS suppressor 5%, TDP43 rescue inconclusive, aSyn yeast inh -5%, PTHR1 agonist -11%[57.5 µM], pAkt inh inactive and Abeta yeast res -29%.
Cc1ccc2cc3c(NC(=O)c4ccco4)nn(C)c3nc2c1 was read as GLP-1R inv ag -13%, GLP1R cytotox 158%[activator], Mm-Cpn inhibitor -10%, TDP43 rescue inconclusive, aSyn yeast inh 0%, PTHR1 agonist inactive, pAkt inh inactive and Abeta yeast res -22%.
Screening O=C(Nc1ccc2c(c1)CCCN2C(=O)c1cccs1)c1ccccc1 returned GLP-1R inv ag inconclusive, GLP1R cytotox -1%&-23%, Mm-Cpn inhibitor 4%, FUS suppressor 28%&36%, TDP43 rescue 7%, aSyn yeast inh 11%, PTHR1 agonist 7%&-75%, pAkt inh inactive and Abeta yeast res 0%&3%.
`CCN(CC)c1ccc(-c2nn3c(-c4ccccc4OC)nnc3s2)cc1` gave GLP-1R inv ag -15%, GLP1R cytotox inconclusive, Mm-Cpn inhibitor inconclusive, TDP43 rescue inconclusive, aSyn yeast inh -19%, PTHR1 agonist 0%, pAkt inh inactive and Abeta yeast res 9%.
`COc1ccccc1NC(=O)CCN1C(=O)/C(=C\c2cc(OC)c(OC)c(OC)c2)SC1=S` gave GLP-1R inv ag 0%, GLP1R cytotox 1%, Mm-Cpn inhibitor -1%, FUS suppressor 2%, TDP43 rescue 5%, aSyn yeast inh 0%, PTHR1 agonist inactive, pAkt inh inactive and Abeta yeast res 4%.
O=C(O)C[C@H]1c2ccc(C(F)(F)F)cc2S(=O)(=O)N1C1CCCCC1 was read as GLP-1R inv ag -7%, GLP1R cytotox 2%, FUS suppressor -8%, TDP43 rescue 16%, aSyn yeast inh 10%, PTHR1 agonist inactive, pAkt inh inactive and Abeta yeast res 4%.
For CCS(=O)(=O)N1Cc2ccccc2CC1C(=O)Nc1nnc(C2CC2)s1 (configuration not stated) the results were GLP-1R inv ag 7%[7.66 µM], GLP1R cytotox 5%[7.66 µM], Mm-Cpn inhibitor 1%, FUS suppressor 18%, TDP43 rescue 10%, aSyn yeast inh -13%, PTHR1 agonist inactive, pAkt inh inactive and Abeta yeast res 10%.
Cc1ccc(C(=O)NCCc2cc3ccc(C)c(C)c3[nH]c2=O)cc1[N+](=O)[O-] was read as GLP-1R inv ag 2%, GLP1R cytotox 6%, Mm-Cpn inhibitor -4%, TDP43 rescue -21%, aSyn yeast inh 0%, PTHR1 agonist inactive, pAkt inh inactive and Abeta yeast res -7%.
`CC(=O)NCCC(=O)Nc1nc(-c2cccs2)c(-c2cccs2)s1` gave GLP-1R inv ag 28%, GLP1R cytotox 19%, Mm-Cpn inhibitor -11%, FUS suppressor -4%, TDP43 rescue 18%, aSyn yeast inh 1%, PTHR1 agonist inactive, pAkt inh inactive and Abeta yeast res 13%.
For C=CCn1c(SCC(=O)Nc2sc(C)c(C)c2C(=O)OCC)nnc1-c1sc(N)nc1C the results were GLP-1R inv ag 43%[activator], GLP1R cytotox 0%, Mm-Cpn inhibitor 1%, FUS suppressor 23%, TDP43 rescue inconclusive, aSyn yeast inh 2%, PTHR1 agonist -31%[inhibitor], pAkt inh inactive and Abeta yeast res 22%.
For COc1ccc(N(CC(=O)Nc2cccc(C)c2)S(=O)(=O)c2c(C)n[nH]c2C)cc1 the results were GLP-1R inv ag 0%, GLP1R cytotox 0%, Mm-Cpn inhibitor 0%, FUS suppressor 34%, TDP43 rescue 7%, aSyn yeast inh 2%, PTHR1 agonist 14%[57.5 µM], pAkt inh inactive and Abeta yeast res 9%.
For COc1ccc(S(=O)(=O)N2CCC(C(=O)NN3CCCCC3)CC2)cc1 the results were GLP-1R inv ag -14%, GLP1R cytotox -17%, FUS suppressor -45%, TDP43 rescue 3%, aSyn yeast inh 2%, PTHR1 agonist -20%, pAkt inh inactive and Abeta yeast res -7%.
Cc1cccc2cc(C#N)c(N3CCN(C)CC3)nc12 was read as GLP-1R inv ag -7%, GLP1R cytotox 2%, Mm-Cpn inhibitor 1%, FUS suppressor 14%, TDP43 rescue -7%, aSyn yeast inh -3%, PTHR1 agonist -24%[57.5 µM], pAkt inh inactive and Abeta yeast res 4%.
CN1CCN(c2ccccc2NC(=O)c2ccc(-c3ccc(Cl)cc3Cl)o2)CC1 was read as GLP-1R inv ag -25%, GLP1R cytotox 1%, Mm-Cpn inhibitor 2%, FUS suppressor 27%, TDP43 rescue -5%, aSyn yeast inh 0%, PTHR1 agonist inconclusive, pAkt inh inactive and Abeta yeast res 13%.
Screening CCCCC(=O)NC(=S)Nc1ccc(S(=O)(=O)N2CCCC2)cc1 returned GLP-1R inv ag -14%, GLP1R cytotox -8%, Mm-Cpn inhibitor 2%, TDP43 rescue -13%, aSyn yeast inh -8%, PTHR1 agonist -21%, pAkt inh inactive and Abeta yeast res 5%.
For CCNC(=O)c1sc(=S)n(CC)c1N the results were GLP-1R inv ag 21%, GLP1R cytotox -8%, Mm-Cpn inhibitor -1%, FUS suppressor 2%, TDP43 rescue -8%, aSyn yeast inh -11%, PTHR1 agonist -6%[57.5 µM], pAkt inh inactive and Abeta yeast res -2%.
`CCN1C(=O)[C@@H]2[C@@H]3CN(S(=O)(=O)c4ccc(C)cc4)[C@@H](c4cccc5ccccc45)[C@@H]3C(=O)C[C@@H]2C1=O` gave GLP-1R inv ag 18%, GLP1R cytotox 3%, FUS suppressor -10%, TDP43 rescue 16%, aSyn yeast inh -3%, PTHR1 agonist -26%, pAkt inh inactive and Abeta yeast res -20%.
For COc1ccc2c(c1)c(CC(=O)Nc1cccc(S(N)(=O)=O)c1)c(C)n2C(=O)c1ccc(Cl)cc1 the results were GLP-1R inv ag inconclusive, GLP1R cytotox -28%, Mm-Cpn inhibitor 0%, FUS suppressor 2%, TDP43 rescue -5%, aSyn yeast inh -3%, PTHR1 agonist -9%, pAkt inh inactive and Abeta yeast res -8%.
For Cc1cc(OCCCCNC(C)C)cc(C(C)C)c1 the results were GLP-1R inv ag inconclusive, GLP1R cytotox 0%, Mm-Cpn inhibitor 0%, TDP43 rescue -8%, aSyn yeast inh 6%, PTHR1 agonist -16%, pAkt inh inactive and Abeta yeast res 18%.
Screening O=C(O)c1cccc(S(=O)(=O)Nc2ccc(Oc3ccccc3)cc2)c1 returned GLP-1R inv ag 7%, GLP1R cytotox 1%, Mm-Cpn inhibitor -1%, FUS suppressor 11%, TDP43 rescue 13%, aSyn yeast inh 1%, PTHR1 agonist -10%, pAkt inh inactive and Abeta yeast res 11%.
Screening Cc1cnn(CCC(=O)NNC(=S)NCC(C)C)c1 returned GLP-1R inv ag inconclusive, GLP1R cytotox inconclusive, Mm-Cpn inhibitor -2%, TDP43 rescue 9%, aSyn yeast inh -11%, PTHR1 agonist 9%, pAkt inh inactive and Abeta yeast res 0%.
`CCN(C(=O)Cn1cc(C(F)(F)F)ccc1=O)c1c(N)n(Cc2ccccc2)c(=O)[nH]c1=O` gave GLP-1R inv ag -18%[0.307 µM], GLP1R cytotox 13%[0.307 µM], Mm-Cpn inhibitor 4%, FUS suppressor 6%, TDP43 rescue 1%, aSyn yeast inh -4%, PTHR1 agonist -25%, pAkt inh inactive and Abeta yeast res 11%.
Screening O=C(CSc1ncnc2sc3c(c12)CCCC3)c1ccco1 returned GLP-1R inv ag inconclusive, GLP1R cytotox 88%[activator], Mm-Cpn inhibitor -11%, FUS suppressor 9%, TDP43 rescue 10µM*, aSyn yeast inh 5%, PTHR1 agonist -36%[inhibitor], pAkt inh inactive and Abeta yeast res 11%.
Screening O=c1[nH]c(Nc2ccc3c(c2)OCCO3)nnc1Cc1ccccc1 returned GLP-1R inv ag 6%, GLP1R cytotox -8%, Mm-Cpn inhibitor -4%, FUS suppressor 11%, TDP43 rescue 9%, aSyn yeast inh -2%, PTHR1 agonist inactive, pAkt inh inactive and Abeta yeast res -12%.

Screening results: PubChem BioAssay, National Center for Advancing Translational Sciences (NCATS)
